# PAFAH1B3 FP inh: PAFAH1B3 enzyme inhibitors, primary screen, biochemical, fluorescence polarization, human; Platelet-activating factor acetylhydrolase IB subunit alpha1 (Homo sapiens), Q15102; recombinant PAFAH1B3, FP-rhodamine probe; inhibition, % at 3.39 µM; 340,000 tested, 0.28% active; AID 492972, 2010;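 active = inhibition above the screen-wide average of all tested compounds plus 3 SD, cut at about 25% in these data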;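 note: 0% = enzyme with DMSO only and 100% = wells lacking PAFAH1B3 protein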
# Target sequence (Q15102 whole entry, looked up): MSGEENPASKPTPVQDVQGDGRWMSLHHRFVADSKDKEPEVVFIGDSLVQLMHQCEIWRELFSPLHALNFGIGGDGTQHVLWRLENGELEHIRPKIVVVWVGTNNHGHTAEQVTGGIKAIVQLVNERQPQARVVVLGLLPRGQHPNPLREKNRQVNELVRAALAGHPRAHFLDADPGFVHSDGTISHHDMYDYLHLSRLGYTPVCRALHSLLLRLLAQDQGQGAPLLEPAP
# PAFAH2 inh: PAFAH2 enzyme inhibitors, primary screen, biochemical, fluorescence polarization, human; recombinant PAFAH2, FP-rhodamine activity probe; 340,000 tested, 0.99% active; Platelet-activating factor acetylhydrolase 2, cytoplasmic (Homo sapiens), Q99487; inhibition, % at 3.39 µM; AID 492956, 2010;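 active = inhibition above the mean over all tested compounds plus 3 SD, cut at about 30% in these data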;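 note: inhibitors block probe labeling of enzyme so polarization drops; 0% = enzyme with DMSO and 100% = wells lacking PAFAH2 protein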
# * marks the source's active call; other numbers are inactive results. Some of the compounds tested (hit frequency here may not be typical).
PAFAH1B3 FP inh,PAFAH2 inh,SMILES
-1,1,Cn1c(N/N=C2\CCCc3ccccc32)nc2c1c(=O)n(Cc1ccc(F)cc1)c(=O)n2C
8,3,COc1cc(CNc2ccc3[nH]c(=O)[nH]c3c2)cc(Br)c1OCc1ccccc1F
4,11,O=C(O)C1CCC(C(=O)O)SS1 (configuration not stated)
1,0,N#Cc1ccccc1CSc1nc(N)cc(N)n1
8,4,Cc1nnc(SCCN2CCOCC2)c2nn(-c3ccccc3F)c(C)c12
-14,-13,O=C(Nc1ccc(-c2nc3cccnc3s2)cc1)c1ccc(Br)o1
-2,6,CC1CCN(C(=O)CSc2nc(N)c3c4c(sc3n2)CN(C)CC4)CC1
2,-1,COc1ccc(Cl)c2sc(N(CCN(C)C)C(=O)C3=COCCO3)nc12
5,3,Cc1cc(C(=O)N/N=C/c2ccc3ccccc3c2)n[nH]1
8,-1,O=S1(=O)c2ccccc2C(O)(c2ccccc2)c2ccccc21
0,-4,CCCCN(C(=O)c1cc(S(=O)(=O)N2CCOCC2)ccc1F)c1c(N)n(CCCC)c(=O)[nH]c1=O
2,1,CC(C)c1ccc(NC(=O)c2ccccc2NC(=O)C2CCCCC2C(=O)O)cc1 (configuration not stated)
6,11,C[C@@H](N)C(=O)NC[C@H]1CC[C@H](C(=O)N[C@@H](Cc2ccccc2)C(=O)O)CC1
8,6,C=C1[C@@H](CCO)N(S(=O)(=O)C(C)(C)C)C[C@@H]1C
-2,1,COc1ccc(C(=Cc2ccccc2[N+](=O)[O-])C(=O)O)cc1
4,-9,Cc1ccccc1OCC(=O)N/N=C/c1ccc(N2CCOCC2)o1
8,1,N#CC1(C#N)OC12CCS(=O)(=O)c1ccccc12 (configuration not stated)
8,-1,O=S(=O)(c1ccccc1)N1CCN(C(=S)NC2CCCC2)CC1
15,12,Cc1ccsc1/C=N/Nc1nc2ccccc2[nH]1
9,31*,O=C1C(Cl)=C(N2CCCCC2)C(=O)C(Cl)=C1c1cnc(N2CCCCC2)s1
8,0,NC(C(=O)O)C1ON=C(Cl)C1O (configuration not stated)
-1,-3,CCCNC1(C(N)=O)CCN(Cc2ccccc2)CC1
42*,14,CN=c1sc2c(n1C)C(=O)c1ccccc1C2=O
11,8,O=C(O)c1ccc(C=NN=C2c3ccccc3-c3ccccc32)cc1
-3,0,COc1ccc(OC)c(NC(=S)N2CCCC2)c1

# Retrieved one by one from the list above:
PAFAH1B3 FP inh,PAFAH2 inh,SMILES
8,-1,O=S(=O)(c1ccccc1)N1CCN(C(=S)NC2CCCC2)CC1
0,-4,CCCCN(C(=O)c1cc(S(=O)(=O)N2CCOCC2)ccc1F)c1c(N)n(CCCC)c(=O)[nH]c1=O
-1,-3,CCCNC1(C(N)=O)CCN(Cc2ccccc2)CC1
8,4,Cc1nnc(SCCN2CCOCC2)c2nn(-c3ccccc3F)c(C)c12

# The results go on:
PAFAH1B3 FP inh,PAFAH2 inh,SMILES
8,10,Cc1onc(-c2ccccc2)c1C(=O)N/N=C/c1cc(Br)c(O)c(Br)c1
4,3,CC1(N=Cc2cc(Cl)ccc2O)COP(=O)(NC2CCCC2)OC1 (configuration not stated)
6,0,Cc1cc(O)c(C(C)C)cc1N=Cc1ccc(N(C)C)cc1
-3,-3,COc1ccc(CN2CCSCC2)c(C)c1C
6,-5,COc1cccc(NC(=O)CN(C)C(=O)c2ccc(NC(=O)CC3SC(N4CCCC4)=NC3=O)cc2)c1 (configuration not stated)
7,-2,CC[n+]1c(/C=C(\C)OC)sc2ccccc21
7,0,Nc1nc(Cl)c(N)c(NCC2(CO)CC(CCc3ccccc3)C2)n1 (configuration not stated)
-2,0,CCc1ccc(NC(=O)Cn2cc([N+](=O)[O-])nc2C)cc1
-3,-7,CSc1cccc(NC(=O)C2CCCN(S(=O)(=O)c3cnc[nH]3)C2)c1 (configuration not stated)
-2,-4,CCOc1ccc2nc(SCC(=O)NCc3ccc(OC)cc3)[nH]c2c1
12,11,Cc1cc(=O)oc2c(CN3CCCCC3)c(O)ccc12
7,-3,CSCCC(NC(=O)c1ccc(Cl)cc1Cl)C(=O)N1CCN(C(=O)c2ccccc2)CC1 (configuration not stated)
-1,-1,CC12C=CC(=O)C=C1CCC1C2C(O)CC2(C)C1CCC2(O)C(=O)CO (configuration not stated)
7,9,Cc1ccccc1OCC(=O)OCC(=O)c1cc(C)n(C2CC2)c1C
9,7,CCc1nc(N)nc(N)c1-c1ccc(Cl)c([N+](=O)[O-])c1
2,-2,COc1ccc(C(=O)NC(=S)N(C)C2CCCCC2)cc1
4,-5,O=S(=O)(CCNCCc1ccccc1)NCc1ccccc1
-7,-10,CC(C)CCNC(=O)CCc1nnc(COc2ccccc2)o1
6,-1,OC(COc1ccccc1)CN1CCCCC1 (configuration not stated)
-3,4,N#Cc1ccccc1S(=O)(=O)N1CCN(C(=O)CCNS(=O)(=O)c2ccc(Cl)cc2)CC1
3,0,CC(C)COc1ccc(C(=O)OCCN2CCOCC2)cc1
6,5,CC1(C)CC(=O)C2=C(C1)N(c1ccccc1)C(=O)C(C(=O)OCc1ccccc1)C2 (configuration not stated)
14,0,Cc1ccc(NS(=O)(=O)N2CCCCC2)cc1
7,9,CCN(Cc1ccncc1)Cc1c(O)ccc2ccccc12
10,-2,COCc1cc(CNC(=O)C2CCC(=O)N(Cc3cccc(OC)c3)C2)[nH]n1 (configuration not stated)
6,-6,CCN1C(=O)[C@@H]2[C@@H](c3ccc(-c4cc(C(C)=O)cs4)cc3)N3CCC[C@@]3(C(=O)OC)[C@@H]2C1=O
1,-4,COC(C[C@@H](O)[C@H](C)[C@@H](O)COCc1ccccc1)OC
-1,-1,COc1ccc(CC(=O)NNC(=O)c2cc(Cl)ccc2OC)cc1
1,7,CCOc1ccc(S(=O)(=O)N2CCCCC2)c(C)c1C
-4,1,O=C(NCC1CCCO1)c1cccc(S(=O)(=O)N2CCCCC2)c1 (configuration not stated)
6,3,COc1cc(OC)cc(C(=O)NCC(=O)OCC(=O)Nc2ccc(C)c(S(=O)(=O)N3CCOCC3)c2)c1
20,7,CCN(C(=O)CSc1nc2ccc(O)cc2c(=O)n1-c1ccc(OC)c(OC)c1)C1CCS(=O)(=O)C1 (configuration not stated)
8,-2,Cc1cc(C(=O)NCCCN(C)C)c2ccccc2n1
1,8,O=C(O)CCc1ccc(S(=O)(=O)Nc2cc(C(F)(F)F)ccc2N2CCCC2)cc1
11,42*,C=CCOC(=O)c1cc(-c2ccc(/C=C3\C(=O)NC(=O)C(C#N)=C3C)o2)ccc1Cl
3,-1,Cc1cc(Cl)ccc1OC(C)C(=O)NNC(=O)C1CCCCC1C(=O)O (configuration not stated)
3,4,O=C(COn1nnc2ccc(Cl)cc21)NC1CCS(=O)(=O)C1 (configuration not stated)
1,-1,O=C(O)c1ccccc1CC(CCc1ccccc1)C(=O)O (configuration not stated)
-2,4,CN(C(=O)CSc1nnc(C2CC2)n1C)C1CCCc2ccccc21 (configuration not stated)
21,3,COc1ccc(CCNC(=O)CSc2nc3[nH]ncc3c(=O)n2-c2ccc(C)c(Cl)c2)cc1OC
-2,14,COc1cc(OC)c(C(=O)OCC(=O)Nc2cccc(S(=O)(=O)NC3=NCCCCC3)c2)cc1OC
4,8,C=CCOc1ccc(C(=O)Nc2ccccc2C(=O)N2CCCC2)cc1
1,5,COc1cccc2[nH]c(C(=O)NCCc3ccccc3)cc12
9,2,Cc1cc2c(cc(C(=O)OC(C)C(=O)NCc3ccc(F)cc3)n2C)o1 (configuration not stated)
-6,9,Cn1cc([N+](=O)[O-])c(C(=O)NC2CCCCCC2)n1
-2,-7,O=C(O)c1ccc(COc2ccc3ccccc3c2/C=C2/NC(=O)N(Cc3ccc(F)cc3)C2=O)cc1
5,-6,CCOC(=O)CNC(=O)C1(NC(=O)CNC(=O)OCc2ccccc2)CCCC1
-6,8,O=C(Nc1ccc(OC(F)F)cc1)c1cc(S(=O)(=O)N2CCOCC2)ccc1N1CCCC1
12,1,C=CCOc1ccc(/C=C/C(=O)OCC(=O)N2CCN(S(=O)(=O)c3ccc(C)cc3C)CC2)cc1
11,3,COc1ccc2cc([C@H](C)C(=O)OCc3cn(CC(=O)c4ccc(O)cc4)nn3)ccc2c1

# PAFAH1B3 FP inh: entries above that show a hit.
PAFAH1B3 FP inh,PAFAH2 inh,SMILES
42*,14,CN=c1sc2c(n1C)C(=O)c1ccccc1C2=O

# Molecules from the list above that contain a nitro group on carbon:
PAFAH1B3 FP inh,PAFAH2 inh,SMILES
-2,1,COc1ccc(C(=Cc2ccccc2[N+](=O)[O-])C(=O)O)cc1
-2,0,CCc1ccc(NC(=O)Cn2cc([N+](=O)[O-])nc2C)cc1
9,7,CCc1nc(N)nc(N)c1-c1ccc(Cl)c([N+](=O)[O-])c1
-6,9,Cn1cc([N+](=O)[O-])c(C(=O)NC2CCCCCC2)n1

# Next compounds:
PAFAH1B3 FP inh,PAFAH2 inh,SMILES
3,-6,Cc1ccccc1N=C1C(=O)Nc2ccccc21
0,-16,NC1CCCCC1N=Cc1c(O)n(CCc2ccc(F)cc2)c(=O)[nH]c1=O (configuration not stated)
9,9,O=C(Cc1ccccc1)N/N=C\c1ccc(Br)o1
6,3,COc1ccc(NS(=O)(=O)c2cc(NS(=O)(=O)c3cc(C(=O)O)ccc3OC)ccc2C)cc1
7,-2,Cc1noc(C)c1COc1ccccc1C(=O)N1CCN(S(=O)(=O)c2ccccc2C#N)CC1
4,-2,Cc1[nH]c2ccc(C(=O)OC(C)C(=O)N(C)C3CCCCC3)cc2c1C (configuration not stated)
-2,-5,CN1CCC(NCCC(c2ccc(F)cc2)c2ccc(Cl)cc2)CC1 (configuration not stated)
8,6,COc1ccccc1NS(=O)(=O)c1cccc(C(=O)N/N=C/c2ccc([N+](=O)[O-])o2)c1
14,2,C[C@H](O)[C@@H]1C(=O)N2CCc3ccc(-c4cccc(F)c4)cc3[C@@H]2C[C@@H]1N(C)C(=O)C(C)(C)C
3,1,Cc1ccc(C(=O)N[C@H](C(=O)Nc2ccc(N3CCOCC3)cc2)C(C)C)cc1
12,12,CC(=O)OCCn1c2nc(=O)[nH]c(=O)c-2nc2cc(C)c(C)cc21
12,2,Cc1cc(=O)n2c3ccccc3n(C)c2n1
3,4,CC#Cc1cc2c(cc1O)CCC1C2CCC2(C)C(O)CCC12 (configuration not stated)
-5,8,Cc1cccc(C(=O)NCC(=O)OCC(=O)c2ccc(Cl)s2)c1
5,2,N#CC1=C(N)Oc2n[nH]c(-c3ccc(F)cc3)c2C1c1cccnc1 (configuration not stated)
4,7,COc1ccc(OC)c(NC(=O)Nc2cnccn2)c1
9,3,COc1ccc(-c2cc(=O)c3ccc(O)cc3o2)cc1
9,-2,O=C1NC(=O)c2cc([N+](=O)[O-])cc3cccc1c23
7,-3,CCCCOc1ccccc1NC(=O)c1scc2c1OCCO2
5,6,COc1ccc(Cl)cc1NC(=O)CN(C)CC(=O)Nc1ccc2c(c1)OCO2
-2,-5,C/C(=N\NC(=O)c1ccc(Br)cc1)c1cccnc1
5,8,Cc1c(CCC(=O)NCCCCCC(=O)O)c(=O)oc2cc3occ(-c4ccccc4)c3cc12
29*,9,Cc1nc(N)sc1-c1csc(Nc2cccc(C(=O)O)c2)n1
1,4,COc1ccc(CN(C)C(=O)c2ccc(NC(=O)CC3SC(N4CCCCC4)=NC3=O)cc2)c(OC)c1 (configuration not stated)
2,7,COc1ccc(Cl)cc1C(=O)NNC(=O)C1CCCO1 (configuration not stated)

# Some of the entries above, reformatted:
COc1cc(OC)cc(C(=O)NCC(=O)OCC(=O)Nc2ccc(C)c(S(=O)(=O)N3CCOCC3)c2)c1
  PAFAH1B3 FP inh: 6 | PAFAH2 inh: 3

COc1cccc2[nH]c(C(=O)NCCc3ccccc3)cc12
  PAFAH1B3 FP inh: 1 | PAFAH2 inh: 5

CC(=O)OCCn1c2nc(=O)[nH]c(=O)c-2nc2cc(C)c(C)cc21
  PAFAH1B3 FP inh: 12 | PAFAH2 inh: 12

C[C@@H](N)C(=O)NC[C@H]1CC[C@H](C(=O)N[C@@H](Cc2ccccc2)C(=O)O)CC1
  PAFAH1B3 FP inh: 6 | PAFAH2 inh: 11

# More records follow:
PAFAH1B3 FP inh,PAFAH2 inh,SMILES
13,3,CCc1ccc(NC(=O)C(C)OC(=O)CCN2C(=O)C3CC=CCC3C2=O)cc1 (configuration not stated)
2,2,CCC(C)Cn1cnc2c(SCc3ccccc3F)nc(N)nc21 (configuration not stated)
5,-4,Cc1ccc(C(=O)N2CCN(c3ncccn3)CC2)cc1
5,6,O=C(CC1Sc2ccccc2NC1=O)NNc1cc(Cl)ccc1Cl (configuration not stated)
1,-5,CCCCn1c2ccc(C)cc2c2nnc(SCCN3CCCCC3)nc21
4,-5,O=c1cc(-c2ccccc2)oc2cccc(O)c12
5,-15,O=C(Nc1nc(-c2cccs2)c(-c2cccs2)s1)C1CCCC1
-1,-3,CC(=O)c1ccc(S(=O)(=O)Nc2c(C)nn(C)c2C)cc1
1,5,O=C(CN1CCN(C2CCS(=O)(=O)C2)CC1)N1N=C(c2ccc(Cl)cc2)CC1c1ccco1 (configuration not stated)
9,2,O=C(NCC(c1cccs1)N1CCOCC1)C1CCN(S(=O)(=O)c2cc(Cl)ccc2Cl)CC1 (configuration not stated)
3,-3,COc1ccccc1C(=O)NCC(=O)OCC(=O)N1CC(C)OC(C)C1 (configuration not stated)
7,-1,CC(=O)OC1CC2(C)C(CCC2(O)C(C)=O)C2CCC3C(Cl)C(=O)CCC3(C)C12 (configuration not stated)
-2,0,CN(C(=O)c1cccc(NC(=O)Cc2ccc(NC(=O)C3CCCN(C(=O)C4CCC4)C3)cc2)c1)C1CC1 (configuration not stated)
